Cardiac RTF inh – cardiac RTF calcium sensitivity inhibitors, primary screen, biochemical, IANBD-TnC fluorescence, EC70 calcium; hit rate 0.12% among 340,000; Troponin I, cardiac muscle (Homo sapiens) + Troponin T, cardiac muscle (Homo sapiens) + …; IANBD-labeled cardiac RTF, Ca2+ fluorescence; AID 493244, 2011; inhibition, % at 7.15 µM;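 active = inhibition above the mean inhibition of all tested compounds plus 3 SD, cut at about 17% in these data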;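 note: assay run at fixed EC70 calcium of 1.6 mM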
DAGLB inh – DAGLB lipase inhibitors, primary screen, biochemical, fluorescence, HTS; Diacylglycerol lipase-beta (Homo sapiens), Q8NCG7; HEK293T DAGLB membrane lysate, EnzChek fluorogenic substrate; inhibition, % at 5.17 µM; hit rate 0.059% among 340,000; AID 504411, 2011; in the data active = inhibition above about 34%;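 note: 0% = enzyme with vehicle and 100% = wells lacking enzyme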
NSD2 HMT inh – NSD2 histone methyltransferase inhibitors, primary screen, biochemical, AlphaScreen, single concentration, set 2 | Histone-lysine N-methyltransferase NSD2 (Homo sapiens), O96028 | NSD2 peptide methylation, 120 min | inhibition, % at 12.5 µM | hit rate 0.54% among 310,000; in the data active = inhibition above about 50%
Target sequence (O96028 whole entry, looked up): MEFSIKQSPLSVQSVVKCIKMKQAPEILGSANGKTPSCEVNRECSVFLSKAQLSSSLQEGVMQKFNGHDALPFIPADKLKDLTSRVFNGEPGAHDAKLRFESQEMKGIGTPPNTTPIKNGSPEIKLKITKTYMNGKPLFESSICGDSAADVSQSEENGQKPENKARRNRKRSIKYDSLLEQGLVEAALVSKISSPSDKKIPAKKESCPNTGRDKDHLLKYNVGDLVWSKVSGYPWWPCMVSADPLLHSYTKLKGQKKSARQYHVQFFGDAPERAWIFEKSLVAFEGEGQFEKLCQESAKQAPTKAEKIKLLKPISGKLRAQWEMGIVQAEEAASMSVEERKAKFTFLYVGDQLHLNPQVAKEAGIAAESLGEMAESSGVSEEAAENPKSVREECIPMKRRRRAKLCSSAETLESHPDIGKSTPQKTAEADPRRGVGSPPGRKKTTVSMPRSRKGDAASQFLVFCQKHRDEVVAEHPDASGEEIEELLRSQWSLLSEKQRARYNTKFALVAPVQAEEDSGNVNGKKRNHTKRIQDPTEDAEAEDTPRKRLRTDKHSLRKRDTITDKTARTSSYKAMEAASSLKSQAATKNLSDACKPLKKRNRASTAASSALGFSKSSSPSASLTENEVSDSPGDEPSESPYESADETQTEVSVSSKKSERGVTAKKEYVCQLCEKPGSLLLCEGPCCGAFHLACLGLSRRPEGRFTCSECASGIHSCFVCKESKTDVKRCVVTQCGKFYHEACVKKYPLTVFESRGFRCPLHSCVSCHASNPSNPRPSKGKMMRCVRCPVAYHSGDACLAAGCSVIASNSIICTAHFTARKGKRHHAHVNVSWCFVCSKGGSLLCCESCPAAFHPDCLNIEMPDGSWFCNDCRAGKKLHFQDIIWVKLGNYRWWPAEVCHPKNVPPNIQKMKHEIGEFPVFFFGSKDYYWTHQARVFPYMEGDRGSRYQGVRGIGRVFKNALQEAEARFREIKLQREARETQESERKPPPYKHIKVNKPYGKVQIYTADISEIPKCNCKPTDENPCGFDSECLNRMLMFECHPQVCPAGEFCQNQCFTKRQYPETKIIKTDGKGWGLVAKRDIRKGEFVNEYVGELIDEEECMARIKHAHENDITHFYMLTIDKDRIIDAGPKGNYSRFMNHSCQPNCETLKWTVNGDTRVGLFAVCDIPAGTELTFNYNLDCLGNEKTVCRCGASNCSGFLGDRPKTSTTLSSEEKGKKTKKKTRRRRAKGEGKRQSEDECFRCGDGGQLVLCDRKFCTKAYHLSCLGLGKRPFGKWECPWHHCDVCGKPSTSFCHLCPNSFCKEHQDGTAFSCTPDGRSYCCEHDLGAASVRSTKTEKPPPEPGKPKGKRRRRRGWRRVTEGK
SR-BI DiI-HDL act – activators of SR-BI mediated DiI-HDL uptake, primary screen, ldlA[mSR-BI] CHO cells, DiI fluorescence. 3 h; 100 = double the neutral-control signal. activation, % at 12.5 µM. hit rate 0.096% among 320,000;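 active = mean replicate activation of at least 60% and every replicate at or above 60%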;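 note: 0% = median plate neutral-control signal and 100% = twice that signal; values of inactives mirror those of a sister screen read the other way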
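Test system: SR-BI-overexpressing, LDLR-lacking CHO cells. Measured by: DiI fluorescence, bottom read. Medium: Ham's F12 with 0.5% BSA, HEPES 25 mM, pH 7.4. Timing: 3 h uptake period with compound, 37 °C.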
PvdQ acylase – P. aeruginosa PvdQ acylase inhibitors, primary screen, biochemical, fluorescence, plate reader and imaging, single point. purified PvdQ acylase. hit rate 0.063% among 340,000. inhibition, % at 10 µM. AID 488965, 2010; in the data active = inhibition above about 30%, passing the limit was not always enough;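 note: 0% = vehicle neutral wells and 100% = reference inhibitor wells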
PKA-R2B act – activators of PKA-R2B holoenzyme, primary screen, biochemical, fluorescence polarization, Cy5-IP20, human; PKA-R2B holoenzyme dissociation; R2B truncated from residue 108, S112A mutant; 0% DMSO only, 100% 113 µM cGMP; hit rate 0.079% among 340,000; activation, % at 11.4 µM; AID 504700, 2011;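 active = activation above a cutoff set at the mean over all compounds plus 3 SD, cut at about 18% in these data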;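 note: higher means more holoenzyme dissociation and a rise in polarization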
Keap1 Nrf2 FP – Keap1-Nrf2 protein-protein interaction inhibitors, primary screen, biochemical, fluorescence polarization, single point; inhibition, % at 9.4 µM; Kelch-like ECH-associated protein 1 (Homo sapiens), Q14145; hit rate 0.15% among 340,000; Keap1 Kelch-Nrf2 peptide fluorescence polarization, 1536-well; AID 504523, 2011; in the data active = inhibition above about 12%;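 note: human Keap1 Kelch domain with fluorescein labeled Nrf2 9mer peptide probe; 0% = neutral control wells and 100% = peptide positive control; higher means more block of Keap1 binding to Nrf2 peptide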
SR-BI HDL uptake – inhibitors of SR-BI mediated HDL lipid uptake, primary screen, ldlA[mSR-BI] cells, fluorescence, single point | Scavenger receptor class B member 1 (Mus musculus), Q61009 | ldlA[mSR-BI] CHO cells, DiI-HDL uptake fluorescence, 3 h | inhibition, % at 12.5 µM | hit rate 0.96% among 320,000 | AID 488896, 2010;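 active = mean replicate inhibition of at least 70% and a set share of replicates each scoring 70 or more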;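 note: 0% = median of neutral control wells and 100% = median of positive control wells; values of inactives mirror those of a sister screen read the other way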
Arr AP2 block – inhibitors of beta-arrestin/AP2 binding, primary screen, biochemical, GPCR trafficking, flow cytometry; FITC-arrestin peptide / GST-AP2 beads; AP2 beta2 appendage carries R879A mutation; inhibition, % at 10 µM; hit rate 0.31% among 340,000;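 active = inhibition above a set limit, near 3 SD of compounds lacking own fluorescence, cut at about 54% in these data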;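 note: plate controls were DMSO wells for no effect and 5 µM unlabelled arrestin peptide for full effect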
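System: GST-AP2 R879A bound to glutathione beads, E. coli-expressed. Also added: 50 nM FITC-arrestin peptide. Schedule: compound with beads 12 min RT, then probe 1 h RT. Signal: bead flow cytometry, FITC channel. Read-out basis: percent response.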
C-LANA FP – inhibitors of KSHV C-LANA binding to DNA, primary screen, biochemical, fluorescence polarization, FAM-LBS DNA, MBP-C-LANA, single point; Kaposi's sarcoma herpesvirus LANA C-terminal domain (residues 932-1162) DNA binding; inhibition, % at 9 µM; hit rate 0.078% among 340,000;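 active = highest replicate inhibition at or above 60% at 9 µM, even if other replicates fall short; inactive = all replicates below 60% inhibition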;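 note: 0% = neutral control wells and 100% = 4 µM acridine orange control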
Numbers without * were called inactive; i = inactive; x = not tested or not shown.

Cardiac RTF inh	DAGLB inh	NSD2 HMT inh	SR-BI DiI-HDL act	PvdQ acylase	PKA-R2B act	Keap1 Nrf2 FP	SR-BI HDL uptake	Arr AP2 block	C-LANA FP	structure
-1	1	-72	18	-6	-8	-1	-18	-8	0.4	O=C(O)COc1ccc(=O)n(-c2ccccc2)n1
-9	1	-9	-4	-7	-1	4	4	8	-0.1	CC1Oc2ccccc2N(CC(=O)NC2CCCC2)C1=O (centres undefined)
2	-4	-4	-1	-7	5	3	1	-5	4.2	CCCCN(C(=O)c1c(C)noc1C)c1c(N)n(CCC)c(=O)[nH]c1=O
-3	0	-1	13	-14	5	1	-13	-5	0.3	CCOC(=O)CN(C(=O)CNC(=O)c1ccco1)C(C(=O)NC1CCCCC1)c1cccs1 (centres undefined)
4	-4	-4	18	9	1	-1	-18	27	0.3	O=C(CSc1ncccn1)N1CCc2ccccc2C1
-1	-4	2	-22	5	-5	-6	22	15	0.1	CCOC(=O)Cc1csc(NC(=O)c2cc3c(s2)CCCC3)n1
-11	1	x	0	0	1	-3	0	-3	-1.0	NC(=O)Cc1nc(-c2ccc(Br)cc2)cs1
-2	-1	1	-20	-7	8	1	20	10	-2.0	O=c1[nH]c(N2CCc3ccccc3C2)nc2c1CCC2
0	1	1	15	-23	5	1	-15	0	-1.9	Cc1ccc(C(=O)N2CCOCC2)cc1S(=O)(=O)N1CCCCC1
9	-1	1	-122	1	-1	-4	122*	9	2.3	CC(C)(C)C(=O)Nc1ccc(C(=O)N/N=C/c2ccccc2OC(=O)c2ccccc2)cc1
-8	-3	-4	8	10	9	-7	-8	1	1.5	CC(=O)NCCC(=O)Nc1cc(S(=O)(=O)N2CCCCC2)ccc1Oc1ccccc1
-3	2	2	-2	-14	10	-1	2	-3	-0.3	Cc1ccc(C(=O)C2CCN(CC(=O)Nc3ccccc3C)CC2)cc1
-9	2	-1	3	10	0	0	-3	33	2.7	CCc1nnc(SCC(=O)Nc2nccs2)n1CC
-8	-1	0	10	-13	0	-5	-10	4	-0.9	CCOc1cc(C2c3c(oc4cc(C)c(Cl)cc4c3=O)C(=O)N2Cc2ccco2)ccc1O (centres undefined)
3	-1	0	8	-15	-4	-4	-8	2	0.3	Cc1nnc(NC(=O)C2CSC3(C)CCC(=O)N23)s1 (centres undefined)
i	-176	5	19	1	-7	156*	-19	-1	163*	CC(=O)OCCn1c2nc(=O)[nH]c(=O)c-2nc2cc(C)c(C)cc21
-6	0	-3	-45	-6	-12	-10	45	2	-1.0	O=C(Nc1cccc([N+](=O)[O-])c1)c1ccc(-c2ccccc2)cc1
0	1	25	-23	3	7	0	23	45	-0.2	Cc1ccc2c(c1)c1c3n2CCN(C=O)C3CCC1 (centres undefined)
-3	-1	-1	6	-17	9	-2	-6	2	2.0	CC1CCCN(S(=O)(=O)c2ccc3c(c2)n(C)c(=O)c(=O)n3C)C1 (centres undefined)
3	-3	0	9	0	-5	-1	-9	-22	-0.4	CC(=O)c1ccc(OCCn2c(SCC(=O)O)nc3ccccc32)cc1
4	1	0	8	-15	-2	-3	-8	2	0.9	CCc1c(C)n([O-])c2c([n+]1=O)CCCCC2
-10	0	3	17	-15	-4	5	-17	-6	1.8	COc1ccc(CN2CCNC(=O)C2CC(=O)N(C)Cc2nccs2)cc1OC (centres undefined)
-6	-3	-1	-16	0	-2	1	16	37	-0.4	O=C(N/N=C/c1ccc(C(F)(F)F)cc1)c1ccc(O)cc1
1	-8	-2	-34	-3	-11	1	34	31	0.9	COc1cc(C(=O)OCc2csc(CC(=O)Nc3cc(C)ccc3C)n2)ccc1OC(F)F
5	1	0	8	-6	3	3	-8	25	0.5	CCN(CC)S(=O)(=O)c1ccc(F)c(C(=O)OC2CC(C)OC2=O)c1 (centres undefined)
-6	-6	0	-26	-11	5	2	26	-12	0.6	COC(=O)c1sccc1NC(=O)c1c(Cl)cnn1C
-4	1	-2	7	-22	-7	-12	-7	4	-0.1	CSCCC(NC(=O)c1ccccc1Cl)C(=O)Nc1ccncc1 (centres undefined)
-8	0	1	2	-29	4	-5	-2	2	-0.2	O=C(CSc1nnc2ccccn12)NCc1cccs1
-7	-2	-2	-18	11	-7	7	18	26	-0.5	Cc1cccc(NC(=O)N2CCN(Cc3ccc(Cl)cc3)CC2)c1
-2	0	-3	8	7	-21	4	-8	-1	0.8	O=C(NC1CCS(=O)(=O)C1)c1cccc(S(=O)(=O)N2CCCC2)c1 (centres undefined)
-5	1	2	12	-12	-6	-5	-12	7	0.4	CN(C)C(CNC(=O)c1cccc(S(=O)(=O)N2CC3(C)CC2CC(C)(C)C3)c1)c1ccco1 (centres undefined)
0	1	-2	1	-14	-2	-3	-1	-9	-0.6	O=S(=O)(Nc1cccc(S(=O)(=O)N2CCCC2)c1)c1ccc(Cl)cc1
-7	-5	27	-9	-1	2	3	9	27	-0.3	COc1ccc2c(c1OC)C(=O)N(c1ccc(OCc3ccccc3)cc1)C2=O
-1	2	x	15	-13	1	-4	-15	-4	-0.3	Cc1ccc(CNC(=O)C2CC3Cn4c(nc5cc6ccccc6cc54)C3N2C)o1 (centres undefined)
-9	-3	x	x	-1	6	-1	x	2	-0.7	COc1ccc(NS(=O)(=O)c2cc(NC(=O)c3cc(F)c(F)c(F)c3F)ccc2N2CCCC2)cc1
-2	3	0	-26	6	-3	-5	26	23	-1.3	CC1(C)Cc2c(cnn2-c2ccccc2)-c2c1c1ccccc1n2CC(O)CCl (centres undefined)
-3	1	2	x	6	-1	-5	x	20	-0.7	O=C(O)c1cc(N/N=C/c2cccnc2)ccc1Cl
2	-4	2	-5	-6	12	6	5	0	0.3	O=C(CCCOc1ccccc1)Nc1ccc(S(=O)(=O)N2CCOCC2)cc1
-4	1	2	36	-28	6	-1	-36	-4	2.7	COc1ccc(CNC(=O)COC(=O)CC2CC3CCC2C3)cc1OC (centres undefined)
-7	-2	5	x	-10	-2	-5	x	-1	-0.2	COc1ccc(N2CCN(CC(O)COc3ccc(C)c(C)c3)CC2)cc1 (centres undefined)

Seven entries already listed, arranged by their value in SR-BI HDL uptake, lowest first:
Cardiac RTF inh	DAGLB inh	NSD2 HMT inh	SR-BI DiI-HDL act	PvdQ acylase	PKA-R2B act	Keap1 Nrf2 FP	SR-BI HDL uptake	Arr AP2 block	C-LANA FP	structure
-4	1	2	36	-28	6	-1	-36	-4	2.7	COc1ccc(CNC(=O)COC(=O)CC2CC3CCC2C3)cc1OC (centres undefined)
-1	2	x	15	-13	1	-4	-15	-4	-0.3	Cc1ccc(CNC(=O)C2CC3Cn4c(nc5cc6ccccc6cc54)C3N2C)o1 (centres undefined)
-5	1	2	12	-12	-6	-5	-12	7	0.4	CN(C)C(CNC(=O)c1cccc(S(=O)(=O)N2CC3(C)CC2CC(C)(C)C3)c1)c1ccco1 (centres undefined)
0	1	-2	1	-14	-2	-3	-1	-9	-0.6	O=S(=O)(Nc1cccc(S(=O)(=O)N2CCCC2)c1)c1ccc(Cl)cc1
2	-4	2	-5	-6	12	6	5	0	0.3	O=C(CCCOc1ccccc1)Nc1ccc(S(=O)(=O)N2CCOCC2)cc1
-7	-5	27	-9	-1	2	3	9	27	-0.3	COc1ccc2c(c1OC)C(=O)N(c1ccc(OCc3ccccc3)cc1)C2=O
-2	3	0	-26	6	-3	-5	26	23	-1.3	CC1(C)Cc2c(cnn2-c2ccccc2)-c2c1c1ccccc1n2CC(O)CCl (centres undefined)

(continued)
Cardiac RTF inh	DAGLB inh	NSD2 HMT inh	SR-BI DiI-HDL act	PvdQ acylase	PKA-R2B act	Keap1 Nrf2 FP	SR-BI HDL uptake	Arr AP2 block	C-LANA FP	structure
1	2	-2	-37	12	-10	-4	37	9	2.5	Cc1ccc(C)n1-c1cccc(NC(=O)c2ccccc2)c1
-2	-1	8	0	-11	-7	0	0	-21	0.3	COc1cc(NC2c3ccccc3C(=O)N2Cc2ccccc2)cc(OC)c1OC (centres undefined)
-6	0	-2	-34	-16	5	6	34	-3	-3.6	C=C(C)COc1ccc(C2NC(=O)c3ccccc3O2)cc1OCC (centres undefined)
-2	-2	-1	3	-6	2	1	-3	-8	0.1	Cc1cc(C)cc(N2C(=O)CC(N(C(=O)c3ccco3)c3cc(C)cc(C)c3)C2=O)c1 (centres undefined)
0	-1	-1	-2	5	-4	-5	2	10	0.5	COc1ccccc1NC(=O)c1sc2nc3n(c(=O)c2c1C)CCC3
-12	0	1	6	-11	-8	-7	-6	1	-0.1	CCOC(=O)c1c(C)nn(Cc2ccccc2)c1N
-9	3	-2	5	-3	-11	-5	-5	-7	-0.8	Cc1onc(-c2c(F)cccc2Cl)c1C(=O)Nc1cccc(S(=O)(=O)NC2=NCCC2)c1
3	0	0	20	4	12	-3	-20	30	-0.2	Nc1oc2ccc(F)cc2c(=O)c1C=O
-7	-1	-1	16	-1	5	0	-16	3	-0.4	Cc1ccc(C)c(NC(=S)NNC(=O)c2ccco2)c1

Structures listed so far containing an NH in an aromatic ring:
Cardiac RTF inh	DAGLB inh	NSD2 HMT inh	SR-BI DiI-HDL act	PvdQ acylase	PKA-R2B act	Keap1 Nrf2 FP	SR-BI HDL uptake	Arr AP2 block	C-LANA FP	structure
2	-4	-4	-1	-7	5	3	1	-5	4.2	CCCCN(C(=O)c1c(C)noc1C)c1c(N)n(CCC)c(=O)[nH]c1=O
-2	-1	1	-20	-7	8	1	20	10	-2.0	O=c1[nH]c(N2CCc3ccccc3C2)nc2c1CCC2
i	-176	5	19	1	-7	156*	-19	-1	163*	CC(=O)OCCn1c2nc(=O)[nH]c(=O)c-2nc2cc(C)c(C)cc21

Bioassay records as filed in PubChem BioAssay.
